Source: PubChem BioAssay
VCAM1 TNFa inh: inhibitors of TNFa-induced VCAM1 expression, primary screen, imaging, HUVEC, TNFa stimulus, immunofluorescence. HUVEC TNFa-induced VCAM-1 immunofluorescence, high-content imaging. inhibition, % at 2 µM. 95,000 tested, 0.48% active. AID 802, 2007;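 active = inhibition above the batch mean plus 3 SD, with images confirmed as a hit by eye, cut at about 37% in these data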;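 also: 0% = TNF-stimulated DMSO wells and 100% = unstimulated control wells; not every result past the cut was called active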
sEH inhibitor: soluble epoxide hydrolase inhibitors, primary screen, biochemical, human sEH; inhibition, % at 2 µM; 91,000 tested, 0.34% active; Bifunctional epoxide hydrolase 2 (Homo sapiens), P34913; recombinant human sEH enzymatic activity assay; AID 707, 2007; in the data active = inhibition above about 80%; also: values of inactives mirror those of a sister screen read the other way; many of its hits are not listed in these tables
Ecoli WT expand: growth inhibitors of wild-type E. coli, primary screen, strain BW25113, expanded library, OD600; OD600 absorbance; growth inhibition, % at 100 µM; 98,000 tested, 0.15% active; AID 710, 2007;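 active = growth inhibition above about 50% at one test dose, limit read from the data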;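 also: growth measured after 20 h incubation at 37 °C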
PLK1 inh: human PLK1 kinase inhibitors, primary screen, biochemical, TR-FRET. Serine/threonine-protein kinase PLK1 (Homo sapiens), P53350. AID 619, 2007. recombinant PLK1 kinase, TR-FRET peptide phosphorylation. 97,000 tested, 0.53% active. inhibition, % at 10 µM;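 active = inhibition of 50% or more in the single-concentration screen; inactive = inhibition below 50%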;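 also: 0% = DMSO max control and 100% = H-89 dihydrochloride min control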
Target sequence (P53350 whole entry, looked up): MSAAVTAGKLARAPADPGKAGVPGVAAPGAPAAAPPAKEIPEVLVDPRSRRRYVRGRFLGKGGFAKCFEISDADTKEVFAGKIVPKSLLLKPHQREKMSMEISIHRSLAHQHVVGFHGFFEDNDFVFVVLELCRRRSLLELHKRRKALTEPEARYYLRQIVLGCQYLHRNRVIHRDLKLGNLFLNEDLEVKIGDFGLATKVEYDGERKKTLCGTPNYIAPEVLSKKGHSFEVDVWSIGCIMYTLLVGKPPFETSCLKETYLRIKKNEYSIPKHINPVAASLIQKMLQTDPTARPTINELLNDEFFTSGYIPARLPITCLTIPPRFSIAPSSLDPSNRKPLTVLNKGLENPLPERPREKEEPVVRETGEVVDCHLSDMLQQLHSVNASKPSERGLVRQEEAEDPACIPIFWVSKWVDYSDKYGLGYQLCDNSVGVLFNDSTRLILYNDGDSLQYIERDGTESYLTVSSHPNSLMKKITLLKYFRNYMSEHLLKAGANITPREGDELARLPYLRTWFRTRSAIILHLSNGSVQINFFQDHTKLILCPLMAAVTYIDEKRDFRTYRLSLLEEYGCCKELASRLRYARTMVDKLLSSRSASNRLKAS
HUVEC tox TNFa: cytotoxicity in TNFa-stimulated HUVEC, primary screen, cytotoxicity control for VCAM1 expression modulator project, imaging, Hoechst nuclei count | cell count reduction, % at 2 µM | AID 848, 2007 | 93,000 tested, 0.17% active | HUVEC TNFalpha-stimulated, Hoechst cell count;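 active = cell count reduction exceeding the screen mean by over 5 SD, scaled to untreated wells per plate, cut at about 78% in these data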;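 also: cells counted after 24 h of TNF alpha exposure following the 1 h pretreatment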
hDAT+cocaine: changed hDAT dopamine uptake under cocaine IC80, either direction, primary screen, cocaine antagonist project, cell-based, LLC-PK1 hDAT, [14C]-dopamine uptake, MLSMR; Sodium-dependent dopamine transporter (Homo sapiens), Q01959; LLC-PK1 hDAT cells, [14C]-dopamine uptake with cocaine IC80; actives deviate in either direction; B-score at 10 µM; 110,000 tested, 1.3% active; AID 449768, 2010;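 active = Z score or B-score, a plate-position-corrected score, falls beyond the plate's 99.7% confidence bounds, in either direction; inactive = both scores lie inside the 99.7% bounds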;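 also: scored against the spread of the other compound wells on the same plate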
HUVEC tox IL1B: cytotoxicity in IL-1B stimulated HUVEC, primary screen, cytotoxicity control for IL-1B NFkB translocation project, imaging, Hoechst nuclear count, IL-1B stimulus; HUVEC cell count loss; 94,000 tested, 0.41% active; cell count reduction, % at 2 µM;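 active = cell count reduction more than 3 SD above the screen-wide mean, cut at about 70% in these data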;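 also: normalized per plate to untreated control cells as the no-loss baseline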
PLK1 PBD inh: Plk1 polo box domain binding inhibitors, primary screen, biochemical, fluorescence polarization; Serine/threonine-protein kinase PLK1 (Homo sapiens), P53350; Plk1 PBD phosphopeptide binding; inhibition, %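 (tested at about 20 µM)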; 97,000 tested, 0.13% active; in the data active = inhibition above about 34%, passing the limit was not always enough
F-actin modifier: modifiers of F-actin cytoskeleton organization, primary screen, imaging, HUVEC, phalloidin staining, high-content imaging; HUVEC TNFa F-actin phalloidin imaging; AID 836, 2007; 91,000 tested, 0.18% active; inhibition, % at 2 µM;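 active = inhibition above the batch mean plus 3 SD and confirmed as a hit by visual image inspection, cut at about 30% in these data, passing the limit was not always enough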; also: strong numbers were not always called active
An asterisk follows results filed as active; · = no result given.

SMILES	VCAM1 TNFa inh	sEH inhibitor	Ecoli WT expand	PLK1 inh	HUVEC tox TNFa	hDAT+cocaine	HUVEC tox IL1B	PLK1 PBD inh	F-actin modifier
C=CCOc1c2ccc(C(=O)NCc3ccccc3OC)cc2nn1C	68.3*	11.3	-2.0	-7.4	71.6	-0.641	-38.2	29.6	27.9
CCCC(=O)NC(C)C(c1cccs1)N1CCN(c2ccccc2)CC1 (stereo unspecified)	7.6	12.2	·	-12.2	-1.3	-0.512	-49.7	7.9	-11.6
COc1cc(C(O)P(=O)(OCC(C)C)OCC(C)C)cc(OC)c1OC (stereo unspecified)	-11.6	-1.5	3.0	-13.6	-20.0	-0.254	-18.5	-16.4	26.1
CN(C)S(=O)(=O)c1ccc2c(c1)c(=O)c(C(=O)N1CCOCC1)cn2C	11.2	2.8	5.0	-18.2	-42.3	-0.0122	-76.5	-7.3	22.6
N#CCCN(C(=O)CN1C(=O)NC2(CCCC2)C1=O)c1ccccc1F	8.3	-13.4	4.0	-10.9	-12.1	1.5	3.5	1.6	6.3
Cc1nnc(SCC(=O)Nc2ncc(Cl)cc2Cl)n1Cc1ccccc1	5.9	-7.0	5.0	-6.6	-14.3	1.71	-0.3	-9.1	10.2
CC(=O)c1c(C)[nH]c(C(=O)N2CCCCCC2)c1C	-6.6	1.4	3.0	-0.4	-7.9	-0.358	-15.6	8.1	-34.1
CCOC(=O)c1ccc(N=c2sc(C(=O)OC)cc(=O)n2Cc2ccc3c(c2)OCO3)cc1	2.0	3.6	-9.0	-4.4	-43.9	0.0254	-8.3	2.8	7.0
COC(=O)Nc1nc(C)c(C(=O)c2ccccc2)s1	9.5	-4.2	0.0	22.3	-14.7	-0.223	-9.0	-5.7	-5.4
Cc1ccc(-n2nnnc2C(=Cc2ccc(N(C)C)cc2)c2nnnn2-c2ccc(C)cc2)cc1	16.3	0.1	-19.0	-19.7	-2.1	·	-14.4	-2.5	-12.0
CCCC(=O)Nc1ccc(C(=O)/C=C/c2ccc(SC)cc2)cc1	7.3	6.3	-16.0	-12.6	-11.7	-0.634	-78.7	6.1	5.8
CCc1nc2ccccc2n1CCC(C)C	12.3	-12.0	-1.0	-2.4	14.2	-0.706	4.3	-22.0	21.0
CN1C(=O)C2(C(C#N)=C(N)N(c3cc(Cl)cc(Cl)c3)C3=C2C(=O)CCC3)c2ccccc21 (stereo unspecified)	18.8	2.7	-4.0	-5.4	-0.4	0.666	-6.8	0.0	-7.1
CC1(C)Cc2c(c(N3CCCCC3)[nH]c(=S)c2C#N)CS1	1.1	·	1.0	-7.8	13.6	-0.625	-21.1	7.5	-52.3
Cc1ccc(-n2c(C)cc(/C=c3/sc4nc5ccccc5n4c3=O)c2C)cc1	5.4	0.7	-7.0	3.8	-5.5	-0.0478	-2.7	-6.7	·
Cc1ccc2c(C)nc(Nc3nc(CSc4nc5ccccc5[nH]4)cc(=O)[nH]3)nc2c1	-27.7	8.1	-12.0	-0.2	-53.5	0.257	-3.1	-1.7	-12.1
Cc1ccc(NC(=S)N2CCCC(c3nc4ccc(C)cc4[nH]3)C2)c(C)c1 (stereo unspecified)	-7.7	5.3	-8.0	-11.0	-22.2	0.365	-34.6	-16.6	-1.6
CC1CCCCC1NC(=O)Cn1nnc(-c2ccc(Cl)cc2)n1 (stereo unspecified)	4.6	10.8	-6.0	-1.8	-15.9	-0.668	-30.7	20.3	-28.2
COC(=O)c1ccccc1NC(=O)c1sc(N)nc1C	33.4	·	5.0	23.0	-6.0	1.54	0.0	-2.2	10.2
CSc1snc(SCC(N)=O)c1C#N	-13.9	7.6	2.0	-8.1	-7.4	0.293	-16.0	23.4	9.5
CCOc1ccc(N(CC(=O)Nc2cccc(Cl)c2)S(=O)(=O)c2c(C)noc2C)cc1	-8.2	5.0	3.0	-0.3	-10.4	-0.872	-29.5	2.3	0.3
CC(C)NS(=O)(=O)c1ccc(OCC(=O)Nc2ccccc2F)cc1	4.2	-4.0	-2.0	-5.4	2.3	-0.145	·	-2.1	-4.8
COc1ccc2cc(CN(CCc3ccccc3)Cc3nnnn3CC3CCCO3)c(=O)[nH]c2c1 (stereo unspecified)	-5.0	1.3	3.0	-7.8	-4.5	0.306	-21.2	21.4	29.1
Cc1ccc(C)c(NS(=O)(=O)c2ccc(OCC(=O)N3CCOCC3)cc2)c1	1.1	3.9	-8.0	-3.0	-33.9	-0.215	-5.7	1.9	15.7
COCCn1c(SC(C)C(=O)Nc2ncc(Cl)cc2Cl)nc2ccccc21 (stereo unspecified)	2.8	-3.2	7.0	-10.3	-14.1	0.063	2.1	-2.0	2.8

Compounds shown so far with a Cl atom (five):
SMILES	VCAM1 TNFa inh	sEH inhibitor	Ecoli WT expand	PLK1 inh	HUVEC tox TNFa	hDAT+cocaine	HUVEC tox IL1B	PLK1 PBD inh	F-actin modifier
Cc1nnc(SCC(=O)Nc2ncc(Cl)cc2Cl)n1Cc1ccccc1	5.9	-7.0	5.0	-6.6	-14.3	1.71	-0.3	-9.1	10.2
CN1C(=O)C2(C(C#N)=C(N)N(c3cc(Cl)cc(Cl)c3)C3=C2C(=O)CCC3)c2ccccc21 (stereo unspecified)	18.8	2.7	-4.0	-5.4	-0.4	0.666	-6.8	0.0	-7.1
CC1CCCCC1NC(=O)Cn1nnc(-c2ccc(Cl)cc2)n1 (stereo unspecified)	4.6	10.8	-6.0	-1.8	-15.9	-0.668	-30.7	20.3	-28.2
CCOc1ccc(N(CC(=O)Nc2cccc(Cl)c2)S(=O)(=O)c2c(C)noc2C)cc1	-8.2	5.0	3.0	-0.3	-10.4	-0.872	-29.5	2.3	0.3
COCCn1c(SC(C)C(=O)Nc2ncc(Cl)cc2Cl)nc2ccccc21 (stereo unspecified)	2.8	-3.2	7.0	-10.3	-14.1	0.063	2.1	-2.0	2.8

Next compounds
SMILES	VCAM1 TNFa inh	sEH inhibitor	Ecoli WT expand	PLK1 inh	HUVEC tox TNFa	hDAT+cocaine	HUVEC tox IL1B	PLK1 PBD inh	F-actin modifier
COc1cccc(NC(=O)Cn2nc(Cc3cccnc3)c3ccccc3c2=O)c1	14.4	-1.9	-8.0	-9.5	-22.0	0.816	0.3	3.9	-4.2
COc1ccc(C2C(C(=O)NCCN3CCOCC3)c3ccccc3C(=O)N2C2CCCCC2)cc1 (stereo unspecified)	-7.3	9.1	3.0	-13.9	·	0.746	37.7	8.6	-9.6
CCN(CC)c1ccc(NC(=O)c2cncc(Br)c2)cc1	-2.2	18.4	1.0	-3.8	-9.3	0.597	-6.5	18.5	-12.3
Cc1ccc(OCCN2C(=O)CSC2=O)cc1	24.8	0.9	-1.0	-12.3	-20.2	0.948	1.5	-9.4	48.8
Cc1ccc(C2(C)NC(=O)N(CC(=O)Nc3cc(C)on3)C2=O)cc1 (stereo unspecified)	16.2	-3.6	6.0	-4.0	-3.1	-0.109	7.9	29.2	-0.7
O=C(Cc1c(C(=O)O)[nH]c2ccccc12)Nc1ccc2c(c1)OCO2	2.2	·	6.0	9.8	-4.1	-0.292	-9.5	-23.3	9.3
O=C(Cn1cnc2c(cnn2-c2ccccc2)c1=O)NC1CCCC1	1.6	13.3	-2.0	-5.1	-16.7	0.242	2.2	9.2	-3.9
Cc1ccc(S(=O)(=O)NCCNc2ccc([N+](=O)[O-])cc2C(F)(F)F)cc1	-22.2	-8.8	1.0	-7.3	-16.1	0.142	-7.7	-27.9	9.5
CCCCCCNC(=O)Cc1c(O)c2ccccc2[nH]c1=O	-2.7	19.9	3.0	0.7	-29.8	0.37	-6.7	-4.7	-10.6
Cc1ccc(C(=O)c2coc3ccc(O)c(Cl)c23)cc1	-6.5	1.7	18.0	-0.1	-55.0	1.11	2.3	-11.1	15.0
COc1ccccc1OCC(=O)Nc1ccc(CSc2ccccc2)cc1C	-31.3	-10.6	-7.0	36.7	2.6	0.149	-8.5	-23.7	-28.3
C/C(=N\NC(=O)CSCc1ccc(Cl)cc1)c1ccc(NC(=O)c2ccccc2)cc1	1.4	-17.6	-26.0	-12.1	-12.6	-0.547	10.0	-6.7	-11.2
COc1ccc(-c2noc(-c3ccccc3C(=O)Nc3cccc(OC)c3)n2)cc1	-18.3	-7.5	-17.0	2.3	-12.8	-1.02	-14.6	-14.4	-6.2
Cc1ccc(C)c(NC(=O)Cn2nc(C(F)(F)F)cc2C2CC2)c1	20.4	-3.7	-20.0	-6.2	0.4	1.24	-16.8	18.9	8.6
Cn1c(O)c(C=NCC2CCNCC2)c(=O)n(C)c1=O	12.3	3.4	·	-4.2	-3.9	0.0388	-36.2	-20.0	0.4
COc1ccc(C)cc1-n1nnnc1SCn1nnc2ccccc2c1=O	-2.2	1.5	-4.0	-10.8	-18.2	-0.0924	-2.4	-5.6	-2.9
Cc1ncsc1CCOC(=O)c1cccnc1	18.7	4.0	0.0	-5.3	-38.0	-0.507	22.7	-16.2	20.9
CCOc1ccc(S(=O)(=O)N(C)C)cc1-c1nc2c(C(C)(C)C)nn(C)c2c(=O)[nH]1	-7.8	-7.9	-4.0	-10.0	-22.5	-0.102	-84.8	-32.6	6.9
CC1(C)Cc2c(C#N)c(NCCN3CCOCC3)nc(-c3ccco3)c2CO1	-2.6	0.9	8.0	-10.6	11.7	0.75	26.4	-28.2	-10.3
CCOC(=O)c1sc(=S)n(C)c1C	-27.1	8.8	3.0	-8.7	-21.5	-0.165	-4.6	12.8	10.8
Cc1ccc(-n2nnnc2C(Cl)(Cl)c2nnnn2-c2ccc(C)cc2)cc1	4.4	21.1	-2.0	-4.0	-4.3	0.38	-14.8	-0.7	24.1
CC(/C=N/NC(=O)C(O)c1ccccc1)=C\c1ccccc1 (stereo unspecified)	-23.8	-3.6	5.0	-3.9	8.7	0.791	11.5	-22.5	0.1
O=C(NCCCCCCCCCNC(=O)C(F)(F)F)C(F)(F)F	-19.0	11.9	4.0	-9.0	0.9	-0.0474	-7.8	0.9	2.4
CCCC(c1nnnn1C1CCCCC1)N1CCN(c2ncccn2)CC1 (stereo unspecified)	12.6	·	-6.0	-4.8	2.0	·	-11.3	18.2	-11.6
CC1Cc2nc(SCC(=O)Nc3nc4ccccc4s3)n(C)c(=O)c2S1 (stereo unspecified)	1.3	·	-5.0	1.9	-16.7	0.504	9.2	12.6	-2.7
SMILES	VCAM1 TNFa inh	sEH inhibitor	Ecoli WT expand	PLK1 inh	HUVEC tox TNFa	hDAT+cocaine	HUVEC tox IL1B	PLK1 PBD inh	F-actin modifier
CC1CCCN(c2ccc(C(=O)NCc3cccs3)cn2)C1 (stereo unspecified)	14.6	2.2	0.0	-9.6	-14.0	1.19	-12.7	-21.1	-2.1
Nn1c(SCC(=O)Nc2cccc(F)c2)nnc1C1CCCCC1	9.4	-1.1	-9.0	-7.8	-5.3	1.4	-12.0	16.6	-34.5
Cc1cc(C(=O)OCC(=O)Nc2cc(C)on2)c2ccccc2n1	-4.0	10.8	-4.0	-8.0	-7.0	-0.675	-31.5	33.7	-41.8
CCCCOc1c(Br)cc(/C=N/O)cc1OCC	5.0	-3.5	·	-9.8	-2.9	·	7.8	16.9	-9.7
O=C(CC(c1ccccc1)C1CCCCC1=O)c1ccco1 (stereo unspecified)	-13.7	-5.3	·	-6.9	8.2	-1.03	41.1	-3.0	9.2
COc1cccc(NC(=O)C(=O)N2CCOCC2)c1	5.0	-4.7	·	-18.1	15.0	-1.12	39.7	4.1	-35.3
